Source: PubChem BioAssay
S1P4 antagonist: antagonists of human S1P4 receptor; S1P4-expressing cells, antagonist mode, reporter read-out; actives 0.26% (n = 220,000); O95977; AID 1510; inhibition, % at 4.98 µM; in the data active means inhibition above about 29%;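 further: 0% = wells stimulated with agonist and 100% = vehicle wells without agonist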
Target sequence (O95977 whole entry, looked up): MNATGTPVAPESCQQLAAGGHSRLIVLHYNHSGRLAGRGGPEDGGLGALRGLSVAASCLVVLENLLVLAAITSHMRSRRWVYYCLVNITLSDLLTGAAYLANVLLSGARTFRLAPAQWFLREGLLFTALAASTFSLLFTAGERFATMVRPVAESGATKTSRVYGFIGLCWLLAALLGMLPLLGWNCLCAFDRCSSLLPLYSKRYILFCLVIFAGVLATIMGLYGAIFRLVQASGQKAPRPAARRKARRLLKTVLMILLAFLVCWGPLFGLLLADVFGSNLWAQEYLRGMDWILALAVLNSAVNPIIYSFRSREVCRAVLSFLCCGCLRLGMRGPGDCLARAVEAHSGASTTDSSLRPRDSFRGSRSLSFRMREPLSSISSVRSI
Runt-CBFb FRET: Runt domain-CBFb interaction inhibition; Q01196+Q13951; Cerulean-Runt/Venus-CBFb FRET ratio 530/480, 1 h; inhibition, % at 20 µM; actives 0.46% (n = 220,000);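 active means inhibition over about 50% at 20 µM in the single-dose screen, limit read from the data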;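 further: 0% = DMSO wells and 100% = excess unlabeled CBFb competitor control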
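System: Cerulean-labeled Runt domain protein | Quantity: 100 nM of each labeled protein | Schedule: 1 h compound exposure, room temperature | Detection: Fluorescence energy transfer, 422 nm excitation, 530/480 nm emission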
NPY-Y1 PAM-ag: potentiates or activates human NPY-Y1 receptor | P25929 | NPY-Y1 expressing cells, potentiator/agonist activation | activation, % at 3.6 µM | actives 0.37% (n = 220,000) | AID 1304; in the data active means activation above about 33%, passing the limit was not always enough;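 further: cells stimulated with NPY at EC10 then isoproterenol at EC100; 0% = low agonist plus stimulus and 100% = saturating agonist plus stimulus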
BaF3 tox: parental Ba/F3 viability inhibition as JAK2V617F counter-screen. actives 1.1% (n = 220,000). inhibition, % at 5.6 µM. CellTiter-Glo ATP luminescence;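 active means inhibition above a per-campaign cutoff, the mean inhibition of all tested compounds plus 3 SD, cut at about 27% in these data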;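 further: 0% = DMSO wells and 100% = JAK Inhibitor I control wells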
RBBP9 inhibitor: blocks human serine hydrolase RBBP9; inhibition, % at 7.94 µM; AID 1515; actives 0.2% (n = 220,000); O75884; recombinant RBBP9, FP-Rh probe fluorescence polarization;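 active means inhibition above the campaign mean of all tested compounds plus 3 SD, cut at about 14% in these data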;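 further: plate controls were DMSO wells with RBBP9 for no effect and wells lacking RBBP9 protein for full effect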
Target sequence (O75884 whole entry, looked up): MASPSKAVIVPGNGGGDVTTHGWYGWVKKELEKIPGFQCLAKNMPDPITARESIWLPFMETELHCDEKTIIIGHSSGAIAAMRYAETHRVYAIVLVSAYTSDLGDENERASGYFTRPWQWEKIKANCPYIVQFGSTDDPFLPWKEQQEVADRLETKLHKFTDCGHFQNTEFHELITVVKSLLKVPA
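Controls: DMSO-treated enzyme wells and wells lacking RBBP9 | Material: RBBP9 protein | Technique: Fluorescence polarization | Replication: Single well per compound, no replicates | Buffer or medium: Tris-NaCl-Pluronic buffer, pH 8.0 | Timing: 30 min compound preincubation, 45 min probe labeling, 25 °C | Read-out basis: Percent inhibition from mP, scaled between DMSO and no-protein wells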
NPY-Y1 antag: blocks the human neuropeptide Y Y1 receptor; actives 1% (n = 200,000); inhibition, % at 3.6 µM; HEK293-CNG Y1 cells, membrane potential fluorescence; NPY at EC95, then isoproterenol;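 active means inhibition above the campaign mean inhibition of all tested compounds plus 3 SD, cut at about 20% in these data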;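 further: 0% = DMSO wells given NPY plus isoproterenol and 100% = isoproterenol alone without NPY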
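Test system – HEK293 Y1/CNG channel cell line · Also added – NPY agonist 25 nM, then isoproterenol 1 µM plus Ro 20-1724 25 µM · Compound dosing – one concentration, 3.6 µM, in 0.4% DMSO · Schedule – compound incubation 1 h at room temperature, readout 45 min post-stimulation · Technique – fluorescence, membrane potential probe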
NPY2 pot ag: human NPY-Y2 potentiation or agonism, primary screen; actives 0.45% (n = 220,000); AID 1359; activation, % at 3.6 µM; cells expressing NPY-Y2, potentiator/agonist read-out; in the data active means activation above about 27%;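 further: cells stimulated with NPY near EC25 plus isoproterenol at EC100; 0% = vehicle plus submaximal agonist and 100% = vehicle plus saturating agonist; some results beyond the cut were filed as inactive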
Target sequence (P49146 whole entry, looked up): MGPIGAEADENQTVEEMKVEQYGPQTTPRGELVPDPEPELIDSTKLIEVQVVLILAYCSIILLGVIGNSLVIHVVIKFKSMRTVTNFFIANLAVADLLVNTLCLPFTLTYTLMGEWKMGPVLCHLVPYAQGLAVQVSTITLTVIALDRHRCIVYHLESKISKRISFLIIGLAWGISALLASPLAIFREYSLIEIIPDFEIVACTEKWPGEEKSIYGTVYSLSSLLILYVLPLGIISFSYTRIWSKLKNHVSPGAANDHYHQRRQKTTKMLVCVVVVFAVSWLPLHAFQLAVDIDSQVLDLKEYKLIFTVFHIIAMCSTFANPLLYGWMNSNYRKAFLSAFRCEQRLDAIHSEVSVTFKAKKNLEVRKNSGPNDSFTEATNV
S1P4 agonist: activates the human S1P4 receptor | O95977 | S1P4-expressing cell line, agonist reporter assay | activation, % at 4.98 µM | actives 0.35% (n = 220,000) | AID 1509; in the data active means activation above about 11%;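 further: 0% = DMSO vehicle and 100% = reference agonist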
Ba/F3 V617F tox: lowers viability of Ba/F3 cells expressing EpoR and JAK2V617F; actives 1.1% (n = 220,000); inhibition, % at 5.6 µM; ATP luminescence; AID 1446;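 active means inhibition above the campaign mean plus 3 SD over all tested compounds, cut at about 24% in these data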;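 further: cytokine-independent growth of Ba/F3 cells driven by EpoR plus mutant JAK2; 0% = DMSO-treated cells and 100% = JAK inhibitor I control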
* marks the source's active call; other numbers are inactive results; x = not tested or not shown.

item | SMILES | Runt-CBFb FRET | BaF3 tox | NPY2 pot ag | NPY-Y1 PAM-ag | S1P4 agonist
1 | CCN(CC)C(=O)CSc1nnc(-c2ccc(O)cc2)n1CC1CCCO1 (centres undefined) | 1.2 | 1.8 | -3.7 | -10.2 | 0.2
2 | CCOC(=O)C1=C(O)/C(=C/c2cc(OC)c(OC)c(OC)c2)N=C1C | -1.4 | 3.9 | -18.7 | -5.6 | 0.8
3 | CC(C)CNC(=O)N1c2ccccc2Sc2ccccc21 | -0.1 | -2.3 | 9.1 | 24.9 | 0.6
4 | CC(=O)Nc1nc(C)c(CCC2OCCO2)c(=O)[nH]1 | 2.3 | -0.3 | -9.3 | -11.4 | 1.4
5 | CC(=O)NC1CC2CCC(C1)N2Cc1ccc(C)cc1 (centres undefined) | -3.0 | 0.6 | 12.0 | 28.5 | -1.1
6 | Cc1ccc(S(=O)(=O)N(CC(=O)Nc2cccc(N(C)S(C)(=O)=O)c2)c2ccc(Cl)c(Cl)c2)cc1 | -1.2 | 4.0 | 9.0 | 14.8 | -0.6
7 | CCn1c(CC(=O)Nc2ccc(C)cc2)nnc1SCC(=O)NCCc1ccccc1 | -1.9 | 5.1 | -1.4 | 7.6 | -0.3
8 | C=C(C)COc1ccc(-c2[nH]ncc2Oc2ccccc2OC)c(O)c1 | 2.3 | 3.1 | -2.0 | -13.5 | -0.2
9 | N=C1C(c2nc(-c3ccc(F)cc3)cs2)=C(O)CN1CCCN1CCOCC1 | -1.7 | 7.1 | -3.9 | -20.3 | 1.2
10 | Cc1csc(SCC(=O)Nc2sccc2C(N)=O)n1 | 0.5 | 3.4 | 4.7 | -13.1 | 0.7
11 | COc1ccc(OC)c2c1sc(=NC(=O)C1COc3ccccc3O1)n2C (centres undefined) | -3.4 | 2.0 | -17.4 | -52.8 | -1.7
12 | O=C(c1ccc2c(c1)N(Cc1ccc(F)cc1)C(=O)c1ccccc1S2(=O)=O)N1CCN(c2ccccn2)CC1 | -3.6 | 4.8 | -4.2 | 2.5 | 3.0

item | NPY-Y1 antag | RBBP9 inhibitor | S1P4 antagonist | Ba/F3 V617F tox
1 | 3.1 | -1.7 | 6.0 | 1.2
2 | 4.4 | -1.9 | -9.1 | -0.4
3 | x | -0.3 | 10.5 | -2.7
4 | x | -8.8 | -6.8 | 2.5
5 | 15.1 | -5.3 | -5.7 | -2.2
6 | -5.4 | -26.2 | -12.9 | 4.7
7 | -0.2 | -7.2 | -5.9 | 0.1
8 | -3.9 | -6.6 | -1.5 | 0.8
9 | -6.4 | -6.8 | -6.9 | 0.9
10 | 2.5 | -4.9 | -5.5 | -3.0
11 | x | 2.4 | 8.8 | -0.5
12 | 9.2 | -9.4 | -21.7 | 1.8

Additional entries:
item | SMILES | Runt-CBFb FRET | BaF3 tox | NPY2 pot ag | NPY-Y1 PAM-ag | S1P4 agonist
13 | COc1ccccc1C(=O)Nc1ccccc1C(=O)N1CCCC1 | -1.0 | -0.7 | 2.4 | 2.7 | 0.5
14 | COC(=O)c1ccc(CSc2nc3ccccc3c(=O)n2-c2cccc(OC)c2)o1 | 2.6 | 4.1 | -17.9 | -25.4 | 0.9
15 | CCOC(=O)C1(CCc2ccccc2)CCN(C(=O)CN2CCOC2=O)CC1 | -1.2 | 0.1 | -4.3 | -6.5 | 0.7
16 | CCC1CSC(Nc2ccc(C(=O)/C=C/c3ccc(Oc4ccccc4)cc3)cc2)=N1 (centres undefined) | -8.4 | 6.9 | 3.0 | 4.4 | -0.1
17 | CNC(=O)/C(C#N)=C1\SC(Cc2ccc(F)cc2)C(=O)N1c1ccccc1C (centres undefined) | 1.5 | -2.2 | -0.9 | 6.7 | 0.6
18 | CS(=O)(=O)N1CCCC(C(=O)NCc2ccc(F)cc2)C1 (centres undefined) | 0.1 | 2.2 | 9.3 | 8.6 | -0.2
19 | CCOC(=O)c1ccc(N2Cc3ccccc3C2=NC(=O)c2ccncc2)cc1 | -0.6 | 4.0 | -4.5 | -10.6 | 1.0
20 | O=C(NO)c1ccccc1C(F)(F)F | 0.3 | 2.4 | 4.4 | 10.7 | -1.8
21 | O=C(NCc1ccc2c(c1)OCO2)c1ccc(CSCc2ccc(Cl)cc2)o1 | -3.2 | 3.1 | -14.2 | -10.3 | 0.7
22 | Cc1cccc(-c2nc3ccccc3c(=O)n2NC(=O)Cc2ccc(Cl)cc2)c1 | -3.1 | 1.3 | -16.8 | -21.1 | -0.5
23 | Cc1ccc(C(=O)NCC(=O)NCC(=O)OCc2ccc(F)cc2)cc1 | 0.5 | -2.0 | -2.7 | -2.1 | -0.9
24 | CCC(=O)Nc1sc2c(c1C#N)CCCCC2 | 0.2 | 2.1 | -12.8 | 15.5 | 2.5

item | NPY-Y1 antag | RBBP9 inhibitor | S1P4 antagonist | Ba/F3 V617F tox
13 | 1.0 | -12.3 | 1.6 | 0.8
14 | 2.9 | -0.5 | -10.6 | -2.5
15 | 9.4 | -7.0 | -5.1 | 3.6
16 | -3.6 | -9.4 | -12.0 | 2.7
17 | x | -10.3 | -0.4 | 2.6
18 | 1.4 | 10.4 | 5.2 | -5.2
19 | -3.7 | -4.4 | -16.0 | -0.2
20 | -3.0 | -2.9 | -5.0 | -3.3
21 | 5.7 | -1.6 | -7.7 | -1.9
22 | 13.9 | -5.3 | -20.4 | -2.6
23 | 3.1 | -3.9 | 3.1 | -1.5
24 | 2.7 | -1.9 | 2.0 | -1.2

Following part.
item | SMILES | Runt-CBFb FRET | BaF3 tox | NPY2 pot ag | NPY-Y1 PAM-ag | S1P4 agonist
25 | COc1c(C)cc(Br)cc1C(=O)Nc1cccc(NC(=O)c2ccco2)c1 | -0.5 | 12.0 | -16.7 | -28.2 | -1.0
26 | COc1cc(/C=N/N2C(C)CCCC2C)cc(Br)c1O (centres undefined) | 4.5 | 4.2 | -21.5 | -25.3 | -1.3
27 | COc1ccc(NS(=O)(=O)c2ccc(NC(=S)NC(=O)/C=C/c3ccccc3)cc2)nn1 | -5.2 | -0.9 | 15.3 | -11.4 | -0.3
28 | Cc1ccccc1CSCC(Nc1ccc(C(=O)O)cc1[N+](=O)[O-])C(=O)O (centres undefined) | -0.4 | 1.3 | -5.4 | -26.0 | -0.2

item | NPY-Y1 antag | RBBP9 inhibitor | S1P4 antagonist | Ba/F3 V617F tox
25 | -4.7 | -16.0 | -3.3 | 7.0
26 | -1.4 | 1.5 | -13.9 | -0.4
27 | 1.9 | -11.0 | -21.9 | 2.6
28 | 2.4 | 8.4 | 1.7 | -4.8

Entries of single compounds, quoted from the list. Order of screens: Runt-CBFb FRET | BaF3 tox | NPY2 pot ag | NPY-Y1 PAM-ag | S1P4 agonist | NPY-Y1 antag | RBBP9 inhibitor | S1P4 antagonist | Ba/F3 V617F tox
Shown for COc1ccc(NS(=O)(=O)c2ccc(NC(=S)NC(=O)/C=C/c3ccccc3)cc2)nn1 → -5.2 | -0.9 | 15.3 | -11.4 | -0.3 | 1.9 | -11.0 | -21.9 | 2.6
Shown for Cc1ccccc1CSCC(Nc1ccc(C(=O)O)cc1[N+](=O)[O-])C(=O)O (centres undefined) → -0.4 | 1.3 | -5.4 | -26.0 | -0.2 | 2.4 | 8.4 | 1.7 | -4.8

Exported with two lines to a compound: 11 of the compounds above
Each structure is followed by: Runt-CBFb FRET	BaF3 tox	NPY2 pot ag	NPY-Y1 PAM-ag	S1P4 agonist	NPY-Y1 antag	RBBP9 inhibitor	S1P4 antagonist	Ba/F3 V617F tox
15: CCOC(=O)C1(CCc2ccccc2)CCN(C(=O)CN2CCOC2=O)CC1
    -1.2	0.1	-4.3	-6.5	0.7	9.4	-7.0	-5.1	3.6
16: CCC1CSC(Nc2ccc(C(=O)/C=C/c3ccc(Oc4ccccc4)cc3)cc2)=N1 (centres undefined)
    -8.4	6.9	3.0	4.4	-0.1	-3.6	-9.4	-12.0	2.7
17: CNC(=O)/C(C#N)=C1\SC(Cc2ccc(F)cc2)C(=O)N1c1ccccc1C (centres undefined)
    1.5	-2.2	-0.9	6.7	0.6	x	-10.3	-0.4	2.6
18: CS(=O)(=O)N1CCCC(C(=O)NCc2ccc(F)cc2)C1 (centres undefined)
    0.1	2.2	9.3	8.6	-0.2	1.4	10.4	5.2	-5.2
19: CCOC(=O)c1ccc(N2Cc3ccccc3C2=NC(=O)c2ccncc2)cc1
    -0.6	4.0	-4.5	-10.6	1.0	-3.7	-4.4	-16.0	-0.2
20: O=C(NO)c1ccccc1C(F)(F)F
    0.3	2.4	4.4	10.7	-1.8	-3.0	-2.9	-5.0	-3.3
21: O=C(NCc1ccc2c(c1)OCO2)c1ccc(CSCc2ccc(Cl)cc2)o1
    -3.2	3.1	-14.2	-10.3	0.7	5.7	-1.6	-7.7	-1.9
22: Cc1cccc(-c2nc3ccccc3c(=O)n2NC(=O)Cc2ccc(Cl)cc2)c1
    -3.1	1.3	-16.8	-21.1	-0.5	13.9	-5.3	-20.4	-2.6
23: Cc1ccc(C(=O)NCC(=O)NCC(=O)OCc2ccc(F)cc2)cc1
    0.5	-2.0	-2.7	-2.1	-0.9	3.1	-3.9	3.1	-1.5
24: CCC(=O)Nc1sc2c(c1C#N)CCCCC2
    0.2	2.1	-12.8	15.5	2.5	2.7	-1.9	2.0	-1.2
25: COc1c(C)cc(Br)cc1C(=O)Nc1cccc(NC(=O)c2ccco2)c1
    -0.5	12.0	-16.7	-28.2	-1.0	-4.7	-16.0	-3.3	7.0
